Hep lipid drop: modulators of hepatic lipid droplet formation; AML12 mouse hepatocytes, oleate lipid droplets, BODIPY imaging; inhibition, % at 6.5 µM; 0.4% of 240,000 active; AID 1656;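 active means lipid droplet intensity inhibited by at least 50%, with more than 500 cells counted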
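Test system: AML12 hepatocytes (mouse); reagent: oleate loading, 100 µM; dosing: one dose, 6.5 µM compound; incubation: overnight exposure; signal: fluorescence imaging, 20x objective, two fields per well; read-out basis: % inhibition of corrected integrated BODIPY droplet signal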
MT stabilize HCS: microtubule stabilization, imaging screen | % tubulin-high responders, % at 10 µM | HeLa tubulin immunostaining HCS, 24 h; share of cells brighter than vehicle mean+2SD | 0.83% of 200,000 active;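 active means plate Z-score above 3 for both tubulin-high and condensed-nucleus cell shares, with cell loss under 80%, at 10 µM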;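 further: anti alpha tubulin signal scored within the nucleus-defined area of each cell; some results filed as inactive read as strong as hits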
Insulin prom up: MIN6 insulin promoter up-regulation | MIN6 insulin promoter-GFP reporter, high-content imaging; stronger effect = higher value | z-score at 5 µM | 0.3% of 190,000 active;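 active means z-score above 3 at 5 µM with at least 500 cells counted in the well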
Myeloid diff MLP: myeloid differentiation induction; ER-HoxA9 myeloid progenitors, lysozyme-GFP differentiation, flow cytometry; AID 624256; 1% of 360,000 active; calls only at 10 µM;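 active means normalized GFP-positive differentiation at or above the plate's own cutoff, the solvent-only control mean plus 3 SD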;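 further: cells exposed to compound for four days before flow analysis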
human PMI inhibition: MPI enzyme activity inhibition – biochemical, fluorescence intensity, coupled assay, primary screen (AID 1209) | one-dose inhibition, % at 20 µM; IC50 in µM for titrated hits | 0.42% of 190,000 active | purified PMI enzyme, coupled fluorescence intensity; higher % means a stronger effect; in the data active means inhibition above about 50%;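 further: plate controls were DMSO vehicle for no effect and wells lacking substrate for full effect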
TNAP activators: stimulation of alkaline phosphatase TNAP activity – biochemical, luminescent, no phosphate acceptor, uHTS, primary screen (AID 1001); purified TNAP, luminescent activation assay, no phosphate acceptor; higher activation fold means a stronger effect; one-dose activation fold at 20 µM; EC50 in µM for titrated hits; 0.03% of 200,000 active; in the data active means activation fold from about 3, or a potency from the dose series; inactive means the rest, 99 in 100 with activation fold below about 1.6; further: many of its hits are not listed in these tables
Dynein cargo inh: dynein cargo transport inhibition | 3617.4 mouse cells, GR-EGFP nuclear translocation imaging; test concentration mostly 20 µM; stimulated with dexamethasone, 1 µM; stronger effect = lower value | z-score, hits read low | 0.47% of 220,000 active | AID 1381;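 active means plate z-score of nuclear minus cytoplasmic receptor signal below a set negative limit, without overly bright fluorescence or cell loss, cut at about -3.5 in these data, passing the limit was not always enough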;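 further: z-score of nuclear minus cytoplasmic ring GR-EGFP intensity difference per well; some compounds called inactive have numbers as strong as hits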
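Schedule: 48 h induction, then 1 h compound, then 30 min agonist, 37 °C. Buffer or medium: tetracycline-free induction medium containing charcoal-stripped FBS. Reagent: 1.0 µM final dexamethasone stimulus. Evaluation: nuclear versus cytoplasmic GR-EGFP signal, averaged per well. Signal: high-content fluorescence imaging after fixation.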
bCat nuc transl: modulators of beta-catenin nuclear translocation; HeLa beta-catenin nuclear translocation, immunofluorescence imaging; nuclear translocation activity, % at 5 µM; 0.3% of 190,000 active; AID 1665;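 active means nuclear translocation activity above 50% at 5 µM, with a well cell count of 50 or more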;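 further: per-cell ratio of nuclear to cytoplasmic median beta-catenin stain intensity; plate controls were DMSO negative control for no effect and GSK-3 inhibitor IX positive control for full effect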
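assay system = human HeLa cells, endogenous beta-catenin | times = compound treatment 24 h, 37°C, 5% CO2 | detection = Anti-beta-catenin immunofluorescence on PFA-fixed, Triton-permeabilized cells, DAPI nuclei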
T cell modulator: modulates CD8 T cell binding to vesicles; calls only at 7 µM; 2C CD8+ T cell-vesicle binding, flow cytometry; stronger effect = lower value; 0.068% of 330,000 active;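 active means response, share of CD8 T cells binding vesicles, and their 90th percentile fluorescence all below set limits, cut at about 80% in these data, passing the limit was not always enough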
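Material: murine 2C transgenic CD8+ T lymphocytes / Also added: QL9-peptide-loaded Drosophila micro-vesicles bearing Ld, ICAM-1 and B7-1 / Schedule: binding step 1.5 h, 37 °C, antibody labelling 20 min, ice / Signal: flow cytometry, PE anti-B7-1 (FL2) versus Alexa647 anti-CD8 (FL8), PFA-fixed / Evaluation: percent CD8+ FL2 mean versus row control / Benchmarks: naked versus QL9-loaded vesicles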
Dynein cargo inh cytoplasmic EGFP: also measured in Dynein cargo inh; calls as there; z-score; measured here: cytoplasmic GR-EGFP intensity; stronger effect = higher value
Dynein cargo inh nuclear GR-EGFP: further read-out of Dynein cargo inh, marked with its call; z-score; measured here: nuclear GR-EGFP intensity;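 lower value marks the stronger effect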
Dynein cargo inh cell count: recorded beside Dynein cargo inh, whose call it bears; z-score; measured here: cell count per field
Insulin prom up cell count: recorded beside Insulin prom up, whose call it bears; cell count; measured here: cytotoxicity, nuclei count;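 total cells summed across four imaged fields per well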
Hep lipid drop cells 6.5 µM: second read-out of Hep lipid drop, no call of its own (marks repeat the call); cell count; measured here: cell count, cytotoxicity flag;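 cells counted across two imaged fields per well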
bCat nuc transl cell count 5 µM: also measured in bCat nuc transl; calls as there; cell count; measured here: cell count, cytotoxicity flag
T cell modulator vesicle-bound %: further read-out of T cell modulator, marked with its call; double positive events, %; measured here: CD8+ vesicle-bound cell fraction;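 binding gate set so that unloaded-vesicle control wells show 10% double positive cells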
MT stabilize HCS Hoechst-high %: second read-out of MT stabilize HCS, no call of its own (marks repeat the call); % Hoechst-high responders; measured here: nuclear condensation Hoechst responders;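 share of cells brighter than vehicle mean plus two SD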
MT stabilize HCS cytotoxicity %: recorded beside MT stabilize HCS, whose call it bears; toxicity, %; measured here: cytotoxicity by cell density;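 0% = mean cell density of plate MIN control wells and 100% = no cells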
Myeloid diff MLP GFP+ MAC1+ %: further read-out of Myeloid diff MLP, marked with its call; GFP+ MAC1+ double positive, %; measured here: differentiation confirmed by MAC1 staining
Active calls of the source: *; i = inactive; . = no result given.

entry	SMILES	Hep lipid drop	Hep lipid drop cells 6.5 µM	MT stabilize HCS	MT stabilize HCS Hoechst-high %	MT stabilize HCS cytotoxicity %	Insulin prom up	Insulin prom up cell count	Myeloid diff MLP	Myeloid diff MLP GFP+ MAC1+ %	human PMI inhibition	TNAP activators	Dynein cargo inh	Dynein cargo inh cytoplasmic EGFP	Dynein cargo inh nuclear GR-EGFP	Dynein cargo inh cell count	bCat nuc transl	bCat nuc transl cell count 5 µM	T cell modulator	T cell modulator vesicle-bound %
1	COc1cccc(C(=O)Nc2ccc3nc(N4CCOCC4)cc(C)c3c2)c1	-15	661	8.4	1.1	5.2	-0.39	1961	i	3.2	18%	1.1	1.2	-0.05	0.66	-0.97	0.9	1111	i	26
2	O=C(NCc1cccnc1)C(=O)NCC(c1ccco1)N1CCOCC1 (stereo not drawn)	2	733	2.3	0.9	8.3	0.59	1312	i	0.4	-12%	1.1	-0.72	-0.34	-0.6	0.24	6.0	1160	i	38
3	COCCOC(=O)C1=C(N)Oc2c(oc(CO)cc2=O)C1c1ccccc1F (stereo not drawn)	2	826	2.7	1.9	9.0	0.03	828	i	6.8	-1%	1.1	-0.19	-0.27	-0.11	1.7	3.5	1024	i	56
4	Cc1oc(/N=C/c2ccc(Cl)cc2)c(C#N)c1C	.	.	3.2	1.6	5.0	-0.35	1016	i	5.4	-8%	1.2	-0.27	-0.33	-0.06	0.21	3.9	1108	i	59
5	CS(=O)(=O)N1CCc2cc(S(=O)(=O)Nc3ccc4oc5c(c4c3)CCCC5)ccc21	8	766	1.9	0.1	38	-0.56	1136	i	5.0	21%	1.1	-1.3	-0.3	-0.46	0.17	-1.7	1070	i	21
6	S=C(NCc1cccnc1)Nc1ccc(Cl)cc1Cl	10	738	2.4	0.9	0.5	-0.35	1463	i	0.4	-2%	1.1	-0.4	-0.32	0.17	0.34	0.3	1463	i	28
7	O=C(CSc1nnnn1C1CCCC1)Nc1ccc2c(c1)OCO2	2	788	1.4	1.6	8.5	-0.26	1293	i	8.1	7%	1.1	-0.32	-0.19	-0.25	-0.21	-0.8	1164	i	5
8	O=C(CNC(=O)c1ccccc1F)N/N=C/c1cn[nH]c1-c1ccccc1	-2	696	2.7	2.4	6.6	2.4	1209	i	0.7	6%	0.7	-0.71	-0.17	-0.64	1	0.7	1021	i	58
9	CCCSc1nc(SCC(=O)NCc2ccccc2)c2c3c(sc2n1)COC(C)(CC)C3 (stereo not drawn)	.	.	2.1	1.9	11	-0.4	1549	i	0.5	10%	1.2	0.4	-0.088	1.2	-0.95	-0.4	1392	i	30
10	COc1ccc(CC(=O)Nc2c3c(nn2-c2ccccc2C)CS(=O)C3)cc1 (stereo not drawn)	28	767	3.7	1.7	7.0	-0.08	1121	i	0.4	-7%	1.1	-0.89	0.4	-0.56	1.4	-0.5	1174	i	23
11	Cc1ccc(CCNC(=O)C2CCC(CNc3c(N4CCCC4)c(=O)c3=O)CC2)cc1 (stereo not drawn)	.	.	2.8	2.4	6.9	0.71	1117	i	0.6	5%	1.1	-0.76	-0.25	-0.45	0.91	.	.	i	40
12	CC(=O)C1=C(C)NC(SCC(N)=O)=C(C#N)C1c1cccnc1 (stereo not drawn)	.	.	5.8	1.8	4.9	0.87	1262	i	1.2	-17%	1.1	0.29	-0.39	0.68	-0.18	-4.7	1086	i	14
13	O=C(Cn1cncc1-c1ccc([N+](=O)[O-])cc1)Nc1ccccc1F	0	689	2.3	1.5	5.0	0.8	1233	i	0.5	-3%	1	1.2	-0.24	0.97	-1	0.4	941	i	44
14	CSc1ncc(C(=O)O)c(C)n1	.	.	3.6	1.7	5.6	.	.	i	0.9	8%	1.1	-0.76	-0.17	-0.59	-0.2	.	.	i	20
15	COc1cccc(C(=O)Nc2ccc(C(=O)NCC(C)C)cc2)c1	4	673	4.7	1.3	8.6	-0.59	1530	i	0.2	-4%	1.1	-0.12	-0.2	-0.049	0.5	-1.8	1053	i	59
16	O=C(Nc1ccccc1)c1nnn(Cc2ccccc2)c1NC(=O)C(F)(F)F	.	.	2.0	2.5	4.9	1.5	1144	i	0.6	2%	1.1	-0.53	-0.2	-0.15	0.084	-2.1	870	i	41
17	CCCCNc1nc(C)c(C(C)=O)cc1C#N	8	684	3.0	3.3	1.1	-0.63	1577	i	0.1	-5%	1.1	1.1	0.37	1.3	-1.2	1.3	1113	i	40
18	Cc1ccc2c(C)cc(=S)[nH]c2c1	3	663	1.5	2.5	7.3	0.09	1250	i	0.3	-76%	1	0.35	-0.21	0.14	-0.62	-4.8	1143	.	.
19	Cc1ccc(SCCC(=O)Nc2ccc(Br)c(C)c2)cc1	-26	606	2.9	2.4	1.0	0.57	1587	i	2.4	19%	1.1	0.85	-0.26	0.23	0.095	-1.8	1146	i	38
20	CCOC(=O)N/N=C(C)/C=C/c1ccccc1	-11	627	2.0	2.3	3.7	0.28	1327	i	0.4	4%	1.2	-0.15	-0.24	-0.31	0.047	-0.9	968	i	50
21	O=C(NC1(C(F)(F)F)NC(=O)N(Cc2cccnc2)C1=O)c1ccc(F)cc1 (stereo not drawn)	.	.	2.5	2.0	0.1	-0.25	1619	i	2.5	-1%	1.1	0.92	-0.26	-0.61	0.34	-1.7	1332	i	24
22	C=CCOc1c(Br)cc(CNn2cn[nH]c2=S)cc1OC	.	.	1.8	1.5	5.7	-0.63	1500	i	0.2	4%	0.9	-0.69	-0.13	-0.15	0.82	0.2	1520	i	9
23	C=CCC1NCCc2c(Br)cccc21 (stereo not drawn)	8	711	5.1	1.2	3.5	-0.09	1460	i	0.6	-13%	1	-0.47	-0.31	-0.34	0.37	3.8	1000	i	52
24	COc1ccc(NC(=O)CSc2nnc(-c3ccccc3)n2Cc2ccco2)c(OC)c1	.	.	6.3	3.3	5.3	0.48	961	i	0.6	-4%	1	0.028	-0.33	0.36	-0.44	-1.6	1137	i	32
25	CCCC(=O)NCCc1cc(OC)c(OC)cc1Br	-2	570	5.5	2.4	8.0	0.12	1339	i	0.7	-1%	1.2	-0.026	-0.079	0.17	0.38	-1.4	1027	i	41
26	Cc1cccc(C)c1-n1c(SCC(=O)Nc2ccc(C(=O)O)cc2)nnc1-c1cccc(S(=O)(=O)N(C)C)c1	-16	697	2.4	2.2	7.8	0.71	1273	i	0.4	-12%	1	-0.02	-0.35	-0.5	-0.54	0.5	949	i	19
27	O=C(NCC1CCCO1)C1CCCN(Cc2cnn(-c3ccccc3)c2-n2cccc2)C1 (stereo not drawn)	-13	696	2.3	1.1	12	0.13	1185	i	1.9	10%	1.1	-0.054	-0.19	0.3	0.28	-1.8	1105	i	37
28	COc1cc([N+](=O)[O-])cc2cc(C(=O)NC(C)(C)C)c(=O)oc12	-13	628	2.5	1.0	9.8	0.99	1324	i	0.5	10%	0.8	-0.24	-0.21	0.085	0.47	-0.6	1401	i	22
29	CNC(=O)CSc1nc2c(c(=O)n(C)c(=O)n2C)n1Cc1ccc(C)cc1	2	693	2.7	2.1	6.6	-1.1	1874	i	3.0	7%	1.1	0.32	-0.27	-0.042	0.66	2.7	1036	i	38
30	O=C(NCc1ccco1)C1CCN(C(=O)c2cc3sccc3n2Cc2ccc(Cl)cc2)CC1	1	752	2.8	1.8	8.5	-0.9	731	i	1.9	20%	1.2	-0.061	-0.21	0.37	0.38	.	.	i	20
31	CCOC(=O)Cc1nnc(NC(=O)c2cccc(OCC)c2)s1	6	753	3.2	2.5	8.8	-0.49	983	i	1.1	4%	1.1	0.47	-0.24	0.49	-0.9	-3.0	1205	i	24
32	Cc1cc(C)c(C#N)c(SCC(=O)c2cc(C)n(CCc3ccccc3)c2C)n1	.	.	3.7	1.5	5.2	-0.67	1399	i	0.8	7%	1.1	-0.21	-0.23	-0.95	-0.34	-1.8	1321	i	5
33	COc1ccc(N(CC(=O)N2CCC(C)CC2)S(=O)(=O)c2c(C)nn(C)c2C)cc1	.	.	4.4	2.0	5.2	0.41	890	i	3.8	-1%	1.1	0.25	-0.1	0.2	-0.74	-0.4	1124	i	34
34	O=C(Nc1ccc(S(=O)(=O)N2CCCC2)cc1Cl)C1=COCCO1	.	.	2.4	1.2	8.0	-0.16	1224	i	4.0	2%	1.1	-0.43	-0.22	-0.34	0.55	-4.3	939	i	12

A few values from the results shown.
Under human PMI inhibition, COc1ccc(N(CC(=O)N2CCC(C)CC2)S(=O)(=O)c2c(C)nn(C)c2C)cc1 has the entry -1%
Under Insulin prom up, CCOC(=O)Cc1nnc(NC(=O)c2cccc(OCC)c2)s1 has the entry -0.49

Bioassay records (PubChem)
